N370S GC mod: qHTS Assay for Inhibitors and Activators of N370S glucocerebrosidase as a Potential Chaperone Treatment of Gaucher Disease; hit rate 0.092% among 330,000; Potency, µM (highest dose often 59.4 µM), for the others: at the top dose activity change, negative = inhibition, usual class: inhibitors; Lysosomal acid glucosylceramidase (Homo sapiens), P04062; N370S GC spleen homogenate, 4MU-glucoside fluorescence;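 further: 0% = full enzyme activity and -100% = no enzyme basal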
GCN5L2 inh: qHTS Assay for Inhibitors of GCN5L2; Histone acetyltransferase KAT2A (Homo sapiens), Q92830; hit rate 0.21% among 390,000; AID 504327, 2011; GCN5L2 HAT assay, ThioGlo1 CoA-SH fluorescence; Potency, µM (highest dose often 58.9 µM), inactives show at the top dose activity change, negative = inhibition, actives largely listed as inhibitors
Target sequence (Q92830 whole entry, looked up): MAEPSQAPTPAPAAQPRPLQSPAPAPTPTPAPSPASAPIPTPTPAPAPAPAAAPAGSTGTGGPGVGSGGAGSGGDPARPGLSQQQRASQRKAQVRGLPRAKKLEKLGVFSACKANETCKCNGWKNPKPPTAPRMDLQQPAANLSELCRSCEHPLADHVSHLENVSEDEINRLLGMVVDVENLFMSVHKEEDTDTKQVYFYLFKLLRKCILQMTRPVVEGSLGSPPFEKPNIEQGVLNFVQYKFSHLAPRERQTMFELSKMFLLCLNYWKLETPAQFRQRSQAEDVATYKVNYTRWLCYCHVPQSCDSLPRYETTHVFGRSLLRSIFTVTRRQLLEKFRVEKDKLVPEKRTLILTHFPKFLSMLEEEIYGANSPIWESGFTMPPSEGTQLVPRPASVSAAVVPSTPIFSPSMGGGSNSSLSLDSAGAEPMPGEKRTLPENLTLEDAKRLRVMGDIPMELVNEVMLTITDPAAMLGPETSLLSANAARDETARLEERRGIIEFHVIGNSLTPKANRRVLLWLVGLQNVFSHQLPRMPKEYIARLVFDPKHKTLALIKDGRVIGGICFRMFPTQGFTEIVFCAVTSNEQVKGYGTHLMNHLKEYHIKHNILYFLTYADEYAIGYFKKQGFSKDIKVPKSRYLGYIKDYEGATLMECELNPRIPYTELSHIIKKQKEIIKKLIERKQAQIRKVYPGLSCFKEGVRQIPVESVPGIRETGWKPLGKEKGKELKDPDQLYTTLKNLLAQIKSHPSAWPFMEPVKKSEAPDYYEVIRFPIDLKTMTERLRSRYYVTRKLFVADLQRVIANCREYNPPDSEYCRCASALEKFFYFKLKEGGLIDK
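ThioGlo1-coupled HAT assay: 20nM GCN5L2, 70uM acetyl-CoA, 75uM H3(1-25) peptide, pH 7.5. Fluorescence read at 340/540nm at start and after 20 min at room temperature.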
FEN1 inhibitor: qHTS Assay for the Inhibitors of Human Flap endonuclease 1 (FEN1); P39748; Recombinant FEN1 flap cleavage, fluorescence, 15 min; Potency, µM (series often up to 114 µM), without a hit: at the top dose activity change, negative = inhibition, usual class: inhibitors; hit rate 0.35% among 390,000; further: nearly all actives have a fitted effect of over 65% in size
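Nuclease activity of 10 nM FEN1 was measured after 15 min of room-temperature exposure to titrated compounds, by adding 50 nM flap substrate and reading plates at 0 and 15 min.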
The depositor's hits bear a star; u = inconclusive; x = no result given; & = joins results of further samples; [ ] = another dose, or the depositor's remark. The call rests on the fitted dose curve; in most records, active means well fitted curve in the direction sought with a large enough effect; inconclusive means small, poorly fitted or top-dose-only effect, or another doubt; inactive means no such curve, though single readings can be large; an effect the other way counts as inactive or inconclusive. Unless noted, on the % scale 0 is the no-effect control and ±100 the full control effect; potency means the concentration at half of the fitted maximal effect.

Values in the order – N370S GC mod	GCN5L2 inh	FEN1 inhibitor
- COc1ccc(NC(=O)c2c(NC(=O)c3ccc(Br)cc3)sc3c2CCCC3)cc1
→ x	12%	15%
- FC(F)(F)c1ccccc1-c1cc(NCc2cccnc2)ncn1
→ -8%	-16%	x
- Cc1ccc(CNC(=O)c2ccc3c(c2)CCN3S(=O)(=O)c2ccc(Br)cc2)cc1
→ x	-10%	-12%
- COc1ccc(C(=O)N/C(=C\c2ccco2)C(=O)NCCN2CCOCC2)cc1
→ -21%	-8%	4%
- N/C(=N\c1nc(CSc2ccc(Cl)cc2)cc(=O)[nH]1)Nc1ccccc1C(F)(F)F
→ -25%	2%	17%
- O=c1sc2ccccc2c(N2CCN(c3ccccc3)CC2)c1[N+](=O)[O-]
→ -22%	0%	8%
- CN(CC(=O)N1CCCC1)S(=O)(=O)c1ccc(Cl)cc1
→ 5%	-3%	-4%
- O=C(O)c1cccc(NC2=C(n3nnc4ccccc43)C(=O)c3ccccc3C2=O)c1
→ -11%	u	10%
- COC(=O)c1scc(S(=O)(=O)C(C)(C)C)c1-n1cccc1
→ 9%	-2%	18%
- O=C(N/N=C/c1cccnc1)c1ccccc1Br
→ 4%	-15%	-1%
- O=C(NCC(c1cccnc1)N1CCc2ccccc21)c1cccc(F)c1 (stereo not drawn)
→ x	-10%	-4%
- Cc1cccc(C)c1NC(=O)CNC(=O)COC(=O)c1ccc(Cl)s1
→ x	0%	13%
- COc1ccc(OCc2ccc(-c3nc(C#N)c(N4CCN(c5ccccc5)CC4)o3)o2)cc1
→ x	-13%	-2%
- Cc1cccc(C)c1NC(=O)CCCSc1nnc(-c2ccco2)n1-c1ccccc1
→ -21%	-2%	-10%
- CC(C)C[C@@H]1CN=C(N)N1C[C@@H]1CCCN1C[C@@H](C(C)C)N1C[C@@H](Cc2ccccc2)N(CCCC2CCCC2)C1=N
→ x	-1%	14%
- CC(C)C(=O)Nc1ccc(C(=O)CSc2nnc(C3CC3)n2C2CC2)cc1
→ x	-14%	-1%
- NS(=O)(=O)c1ccc(NC(=O)c2ccc3nccnc3c2)cc1
→ 0%	3%	-8%
- COCCn1c(-c2ccc(Cl)cc2)nc2oc3cc(OC)ccc3c(=O)c2c1=O
→ -18%	-3%	15%
- COc1ccc(-c2n[nH]c(C)c2-c2cscn2)c(O)c1
→ 3%	-3%	-12%
- COc1ccc(C2CC3(O)CC(C#N)(C(=O)N3)C2(C#N)C#N)cc1 (stereo not drawn)
→ 2%	-3%	-1%
- COc1ccc(N(C(=O)c2ccco2)C(C(=O)NC2CCCC2)c2ccncc2)cc1OC (stereo not drawn)
→ 1%	-2%	15%
- CC(C)N(C(=O)Cn1cc(S(=O)(=O)CC(=O)N2CCOCC2)c2ccccc21)C(C)C
→ -2%	-12%	16%
- COc1ccccc1C(=O)N1CCN(Cc2nc(CC3CC3)no2)CC1
→ 26%	-5%	-1%
- CCCCCN=C(N)N/N=C/c1c[nH]c2ccc(OC)cc12
→ 3%&-5%	3%&4%	u
- COc1cc(C2=NC(CO)(CO)CO2)cc(OC)c1OC
→ -4%	-3%	-1%
- Oc1ccc(Cl)cc1Nc1nc2ccccc2n2cnnc12
→ x	1%	-3%
- CCN(CC)CCCNC(=O)CCC(=O)Nc1ccc2nc(N3CCCCC3)cc(C)c2c1
→ u	0%	-14%
- CC(C)=C(NC(=O)c1ccccc1)C(=O)Nc1cccc(C)c1
→ -17%	-18%	10%
- Cc1ccc(C2CC(=O)c3cnc(NC(=O)c4ccco4)nc3C2)cc1 (stereo not drawn)
→ -3%	-22%	-6%
- CCOC(=O)C1=C(C)NC(=O)NC1c1ccc(C)o1 (stereo not drawn)
→ -3%	-4%	12%

Some entries already given with just N370S GC mod.
mol	N370S GC mod
COCCn1c(-c2ccc(Cl)cc2)nc2oc3cc(OC)ccc3c(=O)c2c1=O	-18%
CCCCCN=C(N)N/N=C/c1c[nH]c2ccc(OC)cc12	3%&-5%

The listing continues.
Values in the order – N370S GC mod	GCN5L2 inh	FEN1 inhibitor
- COc1ccc(NS(=O)(=O)c2cccc(C(=O)N3CCC3)c2)cc1
→ -21%	-5%	0%
- COC(=O)c1ccc(-n2nnc(-c3nc(-c4ccccc4Cl)no3)c2C)cc1
→ x	-20%	27%
- Cc1ccc(C2=Nc3ccccc3NC(c3ccncc3)=N2)cc1
→ x	-5%	-1%
- O=C1CCCC(=O)N1c1ccc(Oc2ccc(Cl)cc2)cc1
→ -25%	1%	11%
- COCCn1c(SCC(=O)Nc2cc(C)cc(C)c2)nnc1C(C)C
→ -2%	2%	-4%
- CC(Oc1ccc2c(c1)oc(=O)c1ccccc12)C(=O)NC(Cc1c[nH]c2ccc(O)cc12)C(=O)O (stereo not drawn)
→ 2%	-9%	-19%
- O=C(CCn1c(=S)oc2ccccc21)Nc1ccccc1Br
→ -4%	-2%	17%
- CC(Sc1nnc(COc2ccc(Cl)cc2)n1Cc1ccccc1)C(=O)O (stereo not drawn)
→ 4%	-20%	3%
- CCc1ccc(S(=O)(=O)/N=C2\C=C(NS(=O)(=O)c3ccccc3)C(=O)c3ccccc32)cc1
→ 20%	u	-20%
- CN(CC(=O)NCc1ccncc1)S(=O)(=O)c1ccc2ccccc2c1
→ -17%	-9%	-2%
- COc1ccc(CCNC(=O)CSCc2nc(-c3ccc(OC)c(OC)c3)oc2C)cc1OC
→ x	-2%	-8%
- Cc1ccc(NC(=O)CSc2nc(-c3ccco3)cc(C(F)(F)F)n2)cc1
→ x	-6%	2%
- Cc1ccc(NC(=O)Nc2ccc3nc(N4CCN(C)CC4)cc(C)c3c2)cc1F
→ x	4%	15%
- Cc1cc(C)nc(SCC(=O)n2c3c(c4ccccc42)CCCC3)n1
→ 7%	-4%	-3%
- COc1ccc(OC)c(NC(=O)c2cc(-c3cc(Cl)ccc3O)n[nH]2)c1
→ -9%[2.35 µM]	0%	0%
- O=C(Nc1ncn[nH]1)c1ccc(Cl)c(Cl)c1
→ -2%	-10%	-1%
- COc1cccc(N2CCN(C(=O)c3ccc(Cl)c(NC4=NC5CS(=O)(=O)CC5S4)c3)CC2)c1 (stereo not drawn)
→ -8%	-8%	-2%
- COc1cc(/C=C2/CCCC(C(=O)C(F)(F)F)=C2O)ccc1O
→ 0%	-7%	-1%
- O=C(Cc1ccccc1Cl)Nc1cccnc1
→ -7%	-1%	-20%
- CC1CCN(CC(=O)Nc2cccc(C(=O)Nc3cccc(C(F)(F)F)c3)c2)CC1
→ -16%	-10%	-26%
- CCN1C(=O)/C(=C\c2ccc(-c3ccc([N+](=O)[O-])cc3OC)o2)SC1=Nc1cccc(C(=O)O)c1
→ 5%	-3%	u
- COc1cccc(N2CC(C(=O)Nc3nnc(SCC(=O)Nc4ccc(NC(C)=O)cc4)s3)CC2=O)c1 (stereo not drawn)
→ -1%	-5%	4%
- Nc1c(N(CCC2=CCCCC2)C(=O)CCCOc2ccccc2)c(=O)[nH]c(=O)n1Cc1ccccc1
→ -2%	1%	7%
- O=C(NNS(=O)(=O)c1ccc(Cl)cc1)c1cc(-c2ccccc2)n[nH]1
→ -2%	-17%	0%
- COC(=O)CCC(=O)Nc1ccc(NC(=O)CCC(=O)OC)cc1
→ 0%	-7%	29%
- Cc1cc([N+](=O)[O-])ccc1NC(=O)CSc1nnc(C)n1C
→ -13%	-3%	15%
- C=CCN1C(=O)c2ccc(C(=O)N(CC)CC(=O)Nc3c(F)cccc3F)cc2C1=O
→ -2%	-1%	0%
- CC(CNC(=O)c1ccccc1Cl)c1ccccc1 (stereo not drawn)
→ -2%	-2%	19%
- CSCCC(NC(=O)c1ccccc1Br)C(=O)NCc1ccc(F)cc1 (stereo not drawn)
→ -11%	-2%	-8%
- CCCn1c(N)c(N2CCCCC2)c(=O)n(CC(=O)Nc2cccc(S(=O)(=O)N(C)C)c2)c1=O
→ x	-1%	8%
- COc1ccc(C(=O)NC(C)c2ccccc2)cc1Br (stereo not drawn)
→ 12%	8%	-17%
- COc1ccc(NC(=O)CSc2nnc(-c3ccc(F)cc3)o2)cn1
→ x	-6%	-5%
- Cc1cc(C)cc(NC(=O)N2CCN(Cc3ccc4c(c3)OCO4)CC2)c1
→ -5%	-9%	13%
- COc1cc(CCC(=O)NCc2ccc3c(c2)OCO3)cc(OC)c1OC
→ -9%	12%	-2%
- O=C(Nc1c(C(=O)c2ccccc2)oc2ccccc12)c1cc(-c2ccccc2O)n[nH]1
→ 2%	-5%	-4%
- Cc1ccccc1N(CC(=O)NCc1ccccc1)C(=O)CCC(=O)Nc1nccs1
→ -9%	-5%	3%
- CC(=O)c1c(C)n(C)c2ccc(O)cc12
→ 2%	1%	-4%
- CC1Cc2ccccc2N1CC(=O)N(C)c1c(N)n(Cc2ccccc2)c(=O)[nH]c1=O (stereo not drawn)
→ x	2%	-8%
- Cc1nonc1NC(=O)OCCN1CCOC1=O
→ -21%	-2%	8%
- CC(CC(=O)N1CCN(C(=O)c2ccccc2)CC1)c1ccccc1 (stereo not drawn)
→ -11%	-9%	0%
- NC(=O)C1CCN(C(=O)CSc2ccsc2[N+](=O)[O-])CC1
→ -7%	3%	-2%
- CCOC(=O)c1c(NC(=S)NC(C)=O)sc(C)c1C
→ 3%	1%	6%
- COCCNC(=O)c1c(NC(=O)c2cc(=O)c3cc(C)cc(C)c3o2)sc2c1CCCC2
→ x	-6%	-3%
- CCCNC(=O)N1CCCC(C(N)=O)C1 (stereo not drawn)
→ 1%	2%	-1%
- CCOCCCNC(=O)c1cc(C)nn1-c1ccccc1
→ 8%	-4%	3%
- CCOC(=O)C1=C(C)NC(C)=C(C(=O)OCC)C1C(=O)OCC(=O)NC(C)c1ccccc1 (stereo not drawn)
→ 3%	-5%	-10%
- COc1ccc(/C=C2\SC(N3CCc4ccccc4C3)=NC2=O)cc1OC
→ -5%	-19%	-21%
- CCNC(=O)CC1S/C(=N/N=C(\C)c2ccccc2)NC1=O (stereo not drawn)
→ -13%	0%	1%
- Cc1ccc(C(=O)n2cnnc2N)cc1
→ 6%[12.8 µM]	-9%	-3%
- COc1ccccc1C1=NOC(COC(=O)c2ccc3ccccc3n2)C1 (stereo not drawn)
→ -18%	-4%	-2%
- O=C(COC(=O)c1cc[n+]([O-])cc1)NCC12CC3CC(CC(C3)C1)C2
→ 17%	-4%	-4%
- CC1CCN(C(=O)COC(=O)c2cc(=O)[nH]c3ccccc23)CC1
→ x	2%	0%
- Cc1ccc(C(=O)Nc2nnc(C3CCCCC3)s2)o1
→ 14%	-3%	-19%

An excerpt from above in order of formula weight, lowest first.
Values in the order – N370S GC mod	GCN5L2 inh	FEN1 inhibitor
- CCCNC(=O)N1CCCC(C(N)=O)C1 (stereo not drawn)
→ 1%	2%	-1%
- O=C(Cc1ccccc1Cl)Nc1cccnc1
→ -7%	-1%	-20%
- COc1cc(C2=NC(CO)(CO)CO2)cc(OC)c1OC
→ -4%	-3%	-1%
- O=C1CCCC(=O)N1c1ccc(Oc2ccc(Cl)cc2)cc1
→ -25%	1%	11%
- NC(=O)C1CCN(C(=O)CSc2ccsc2[N+](=O)[O-])CC1
→ -7%	3%	-2%
- O=C(COC(=O)c1cc[n+]([O-])cc1)NCC12CC3CC(CC(C3)C1)C2
→ 17%	-4%	-4%
- COc1ccc(NC(=O)CSc2nnc(-c3ccc(F)cc3)o2)cn1
→ x	-6%	-5%
- O=C(NCC(c1cccnc1)N1CCc2ccccc21)c1cccc(F)c1 (stereo not drawn)
→ x	-10%	-4%
- Cc1cc(C)cc(NC(=O)N2CCN(Cc3ccc4c(c3)OCO4)CC2)c1
→ -5%	-9%	13%
- CN(CC(=O)NCc1ccncc1)S(=O)(=O)c1ccc2ccccc2c1
→ -17%	-9%	-2%
- COc1cc(CCC(=O)NCc2ccc3c(c2)OCO3)cc(OC)c1OC
→ -9%	12%	-2%
- Cc1cccc(C)c1NC(=O)CNC(=O)COC(=O)c1ccc(Cl)s1
→ x	0%	13%
- CC(C)C(=O)Nc1ccc(C(=O)CSc2nnc(C3CC3)n2C2CC2)cc1
→ x	-14%	-1%
- Cc1ccc(NC(=O)CSc2nc(-c3ccco3)cc(C(F)(F)F)n2)cc1
→ x	-6%	2%
- O=C(Nc1c(C(=O)c2ccccc2)oc2ccccc12)c1cc(-c2ccccc2O)n[nH]1
→ 2%	-5%	-4%
- COc1ccc(N(C(=O)c2ccco2)C(C(=O)NC2CCCC2)c2ccncc2)cc1OC (stereo not drawn)
→ 1%	-2%	15%
- COc1ccc(NC(=O)c2c(NC(=O)c3ccc(Br)cc3)sc3c2CCCC3)cc1
→ x	12%	15%
- CCCn1c(N)c(N2CCCCC2)c(=O)n(CC(=O)Nc2cccc(S(=O)(=O)N(C)C)c2)c1=O
→ x	-1%	8%
